S1P4 antagonist = antagonists of human S1P4 receptor. O95977. AID 1510. 0.26% of 220,000 active. S1P4-expressing cells, antagonist mode, reporter read-out. inhibition, % at 4.98 µM; in the data active = inhibition above about 29%;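 note: 0% = wells stimulated with agonist and 100% = vehicle wells without agonist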
PERK inhibitor = blocks human PERK kinase; Q9NZJ5; CHO PERK-DD fusion, SEAP luminescence translation reporter; inhibition, % at 5.6 µM; 0.17% of 220,000 active; AID 1416;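 active = inhibition above the mean inhibition of all tested compounds plus 3 SD, set separately per screening campaign, cut at about 2.9% in these data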;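 note: PERK kinase domain activated by AP20187 dimerizer at 100 nM; 0% = DMSO with dimerizer and 100% = rapamycin at 8.4 µM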
Target sequence (Q9NZJ5 whole entry, looked up, the tested form may be a part): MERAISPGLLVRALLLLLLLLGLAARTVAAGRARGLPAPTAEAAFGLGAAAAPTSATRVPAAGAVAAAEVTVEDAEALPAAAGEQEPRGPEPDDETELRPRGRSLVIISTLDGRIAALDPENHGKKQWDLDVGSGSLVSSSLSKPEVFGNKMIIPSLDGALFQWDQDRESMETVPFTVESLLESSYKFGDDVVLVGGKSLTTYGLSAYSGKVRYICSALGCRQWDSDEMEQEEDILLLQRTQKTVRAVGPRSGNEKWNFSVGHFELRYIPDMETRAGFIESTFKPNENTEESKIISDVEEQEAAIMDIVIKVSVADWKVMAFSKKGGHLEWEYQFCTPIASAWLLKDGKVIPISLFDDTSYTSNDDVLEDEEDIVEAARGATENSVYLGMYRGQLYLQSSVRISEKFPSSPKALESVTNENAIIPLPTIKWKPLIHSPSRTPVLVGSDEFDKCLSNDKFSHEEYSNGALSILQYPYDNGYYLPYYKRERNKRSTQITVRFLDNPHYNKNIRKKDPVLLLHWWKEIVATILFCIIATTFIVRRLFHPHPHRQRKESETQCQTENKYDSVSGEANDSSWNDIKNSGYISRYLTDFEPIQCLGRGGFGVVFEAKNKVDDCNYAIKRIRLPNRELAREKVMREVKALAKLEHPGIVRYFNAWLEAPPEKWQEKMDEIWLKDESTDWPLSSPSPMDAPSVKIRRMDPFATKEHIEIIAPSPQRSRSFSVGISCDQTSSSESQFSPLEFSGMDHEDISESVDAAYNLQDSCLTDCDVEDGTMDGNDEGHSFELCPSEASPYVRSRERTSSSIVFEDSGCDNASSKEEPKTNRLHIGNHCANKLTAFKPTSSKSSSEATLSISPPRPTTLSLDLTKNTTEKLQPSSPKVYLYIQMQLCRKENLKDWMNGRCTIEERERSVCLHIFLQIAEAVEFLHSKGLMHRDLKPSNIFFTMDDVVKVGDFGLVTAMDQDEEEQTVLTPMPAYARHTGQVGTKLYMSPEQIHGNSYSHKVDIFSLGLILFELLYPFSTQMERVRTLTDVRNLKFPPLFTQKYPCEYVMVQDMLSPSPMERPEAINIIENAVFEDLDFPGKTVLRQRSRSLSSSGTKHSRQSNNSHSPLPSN
BaF3 tox = parental Ba/F3 viability inhibition as JAK2V617F counter-screen; CellTiter-Glo ATP luminescence; inhibition, % at 5.6 µM; 1.1% of 220,000 active; AID 1486;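 active = inhibition above a per-campaign cutoff, the mean inhibition of all tested compounds plus 3 SD, cut at about 27% in these data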;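 note: 0% = DMSO wells and 100% = JAK Inhibitor I control wells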
zfTRPN1 agonist = zebrafish TRPN1 (NompC) channel agonism. AID 1424. 0.18% of 220,000 active. activation, % at 3 µM. HEK293 zebrafish TRPN1-YFP, Fluo-8 calcium fluorescence; 100% = response to 87 µM carbachol;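 active = activation above its plate's cutoff, the mean activation of test wells on that plate plus 3 SD, cut at about 19% in these data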;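 note: 0% = DMSO alone and 100% = 87 µM carbachol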
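Control set: carbachol 87 µM as high control, DMSO as low control; system: HEK293 stable line with zebrafish TRPN1-YFP; read-out: % activation versus carbachol response; detection: intracellular calcium fluorescence with Fluo-8; doses: single test compound dose, 3 µM nominal, 0.3% DMSO; schedule: dye 1 h 37 °C plus 30 min RT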
Calpain2 inh = calpain II (pig) inhibition; purified calpain II, fluorogenic peptide substrate, 30 min; 0.37% of 220,000 active; inhibition, % at 16 µM;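 active = inhibition above about 50%, limit read from the data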
S1P4 ag = agonists of human S1P4 receptor | O95977 | 0.35% of 220,000 active | S1P4-expressing cell line, agonist reporter assay | AID 1509 | activation, % at 4.98 µM; in the data active = activation above about 11%;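 note: 0% = DMSO vehicle and 100% = reference agonist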
Ba/F3 V617F tox = lowers viability of Ba/F3 cells expressing EpoR and JAK2V617F. AID 1446. 1.1% of 220,000 active. ATP luminescence. inhibition, % at 5.6 µM;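 active = inhibition above the campaign mean plus 3 SD over all tested compounds, cut at about 24% in these data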;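 note: cytokine-independent growth of Ba/F3 cells driven by EpoR plus mutant JAK2; 0% = DMSO-treated cells and 100% = JAK inhibitor I control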
EP2 modulator = modulators of human EP2 prostaglandin E2 receptor | 0.83% of 260,000 active | EP2-expressing cells, cAMP HTRF FRET, PGE2 co-stimulation | induction, % at 25 µM | P43116 | AID 940;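 active = compounds whose cAMP rise, as percent of the full-agonist control response, exceeds 60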;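 note: rat C6 glioma line stably carrying human EP2 under a CMV promoter; the protocol text gives 20 µM as final concentration; 100% = response of wells given 1 µM PGE2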
TRPML3 ag = human mucolipin-3 channel agonism | Q8TDD5 | HEK293 TRPML3-YFP, Fluo-8 calcium fluorescence; 100% = the carbachol control signal | activation, % at 3 µM | 0.29% of 220,000 active | AID 1448;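 active = activation above its plate's cutoff, the mean activation of the plate's test wells plus 3 SD, cut at about 12% in these data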;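 note: 0% = DMSO only wells and 100% = carbachol wells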
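Test system: HEK293 cells stably carrying human TRPML3-YFP; Doses: single dose, 3 µM final nominal compound, 0.3% DMSO final; Schedule: dye loading 1 h 37 °C then 30 min ambient, 125 s read; Technique: Fluo-8 calcium fluorescence; Benchmarks: high control carbachol 87 µM, low control DMSO.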
* marks the source's active call; other numbers are inactive results; i = inactive; & = joins results of further samples.

SMILES	S1P4 antagonist	PERK inhibitor	BaF3 tox	zfTRPN1 agonist	Calpain2 inh	S1P4 ag	Ba/F3 V617F tox	EP2 modulator	TRPML3 ag
CC(C)(C)NC(=O)CSc1nncn1-c1ccccc1	-20	-0.3	5	-0.4	16	1.0	0	11	0.8
C=CCn1c(SCC(=O)N2CCc3ccccc3C2)nc2ccccc2c1=O	-8	-1.2	6	2.5	-2	3.2	2	-35	-1.2
COc1nc(N=C(N)N)nc2c(C)cccc12	-56	0.8	24	0.5	-310	1.2	10	14	0.2
COc1cc(/C=C2\C(=O)N(CCC#N)N=C2C)ccc1OCC(=O)Nc1ccccc1	-9	1.8	4	-1.5	-8	-1.8	-3	-64	-0.7
O=C(NNc1ccccc1C(F)(F)F)c1cccs1	9	0.0	1	-0.2	9	-0.2	-5	3	0.2
Cc1ccc(-c2ncns2)cc1	-2	1.7	1	0.8	-23	0.1	-1	4	1.4
CCCCn1cnc2c([nH]c3cc(OC)ccc32)c1=O	-11	-0.3	1	-1.3	-8	-0.9	2	-4	-1.2
COc1ccc(CCNC(=O)c2cc(-c3ccc(Cl)c(Cl)c3)oc2C)cc1	-10	0.7	6	1.8	25	0.0	1	-18	-0.1
O=C(Nc1cccc2cccnc12)c1cccnc1	1	1.0	3	0.7	-9	-1.0	1	-6	0.6
Cc1nc2c(C)cccn2c1C(=O)c1ccccc1	-31	-0.1	4	1.2	8	-0.3	-3	-4	-0.2
Cc1ccc(NC(=S)Nc2ccc3[nH]c(=O)[nH]c3c2)cc1C	1	1.6	-3	0.4	5	0.7	-2	-10	0.1
CCOc1cc(C2NC(=O)NC(O)(C(F)(F)F)C2C(=O)c2ccc(Cl)cc2)ccc1O (configuration not stated)	6	1.4	1	2.4	13	2.5	2	-9	0.6
Cc1cccc(OCC(O)CN2CC3(C)CC2CC(C)(C)C3)c1 (configuration not stated)	3	0.5	4	-0.4	-3	1.4	-2	26	0.4
Cn1c(SCC(=O)N2CCN(Cc3ccccc3)CC2)nnc1-c1ccncc1	-5	-0.4	2	0.0	-9	-2.6	-1	14	1.0
c1ccc2[nH]c(SCc3ccc(-c4nnco4)cc3)nc2c1	-7	1.0	4	1.3	6	0.8	0	-27	1.7
O=C(NCC1CCCO1)c1ccccc1-c1nc(-c2ccc(Cl)cc2)no1 (configuration not stated)	-7	-0.5	10	-1.3	28	-0.3	2	29	-0.2
CNC(=O)CSc1nnc(-c2ccccc2F)n1CCc1ccccc1	13	1.2	0	1.4	11	-1.5	-1	18	0.6
O=C(NCCNc1ccc([N+](=O)[O-])cc1)c1ccccc1Br	-5	1.3	5	5.2	7	0.7	-2	-2	1.0
C#CCN1C(=O)C(O)(CC(=O)c2cc(OC)ccc2OC)c2ccccc21 (configuration not stated)	-11	-0.2	5	0.6	-54	0.5	-1	18	-0.8
Cc1ccc(/C=C/C(=O)O)cc1S(=O)(=O)NCC1CCCO1 (configuration not stated)	-10	-0.5	3	0.4	-26	-0.6	-2	16	1.2
COc1ccc(CN2C(=O)NC3(CCCCC3)C2=O)cc1F	-11	-0.1	0	0.8	17	-1.5	0	1	0.1
O=C(NCC1CCCO1)c1cc2c(s1)CS(=O)(=O)C2 (configuration not stated)	-13	-0.7	8	2.2	16	0.9	2	17	0.5
CCCc1noc(-c2cccc([N+](=O)[O-])c2)n1	-6	2.4	1	-1.0	8	0.4	-3	2	-0.4
CCCc1cc(N2CCCC(C(=O)NCC)C2)n2ncnc2n1 (configuration not stated)	16	0.2	1	1.3	15	-1.1	-5	14&4	0.1
O=C(CN1C(=O)c2ccccc2C1=O)NCCOc1ccccc1	-5	0.5	-1	-1.2	5	-1.5	-2	-14	0.2
CC(C)c1[nH]c(=O)c(C#N)c2c1CSC(C)(C)C2	4	-0.2	3	-0.3	-12	1.1	1	-3	0.7
CC(C)N(C)C(=O)c1ccc(OC2CCN(CCc3ccccc3)CC2)cc1	-16	0.5	9	2.2	17	0.3	3	4	1.5
CCOC(=O)CCCCC(=O)c1[nH]c(=O)[nH]c1C[n+]1ccc(C)cc1	-3	0.7	6	-0.8	27	-1.6	1	14	1.0
COc1ccc(Br)cc1/C=N/n1c(C)nnc1C	-2	0.4	4	0.8	-24	1.4	2	25	0.5
CC1CCCCC1N=C1NC(C)(C)CS1 (configuration not stated)	-13	0.2	5	3.7	-23	3.2	-3	-16	0.6
CC(C)n1c(N2CCN(C(=O)Nc3ccc(F)cc3F)CC2)nc2ccccc21	-13	0.3	11	0.3	22	-0.8	0	-9&-15	-0.1
COc1cc(/C=N/NC(=S)NCCN2CCOCC2)cc(OC)c1OC	-18	-0.4	11	0.0	9	-0.2	1	-20	0.2
O=C(Nc1ccc(CN2CCOCC2)cc1)c1ccccc1F	-47	1.1	5	1.8	-4	-3.6	-2	-12	1.2
N#Cc1nc(COc2ccccc2)oc1N1CCCC1	-15	-1.0	8	-1.4	-9	1.6	2	12	0.1
CCOC(=O)C1CCCN(CC(=O)Nc2c(C(=O)OC)[nH]c3ccccc23)C1 (configuration not stated)	-21	-0.3	3	-0.1	-13	1.8	-4	-12	1.1
Cc1cc(/C=C(\C#N)C(=O)NCc2ccco2)c(C)[nH]1	-12	0.8	2	-1.1	16	0.6	-3	-46	-0.2
N#Cc1ccc(-c2ccccc2)nc1SCCN1CCOCC1	-11	-0.1	4	0.8	7	1.6	1	24	2.2
O=[N+]([O-])c1cc(S(=O)(=O)NCCN2CCOCC2)ccc1Sc1nnnn1-c1ccccc1	9	0.0	19	-0.5	15	1.5	46*	-13	0.9
O=C(Nc1c2ccccc2nc2ccccc12)C(Cl)(Cl)Cl	-40	1.3	8	2.1	i	5.5	4	3	1.4
CCCS(=O)(=O)N1CCN(Cc2ccncc2)CC1	-21	1.3	5	1.5	-14	1.7	0	21	0.7

An excerpt of these results, with bars between the fields:
Compound | S1P4 antagonist | PERK inhibitor | BaF3 tox | zfTRPN1 agonist | Calpain2 inh | S1P4 ag | Ba/F3 V617F tox | EP2 modulator | TRPML3 ag
COc1cc(/C=N/NC(=S)NCCN2CCOCC2)cc(OC)c1OC | -18 | -0.4 | 11 | 0.0 | 9 | -0.2 | 1 | -20 | 0.2
O=C(Nc1ccc(CN2CCOCC2)cc1)c1ccccc1F | -47 | 1.1 | 5 | 1.8 | -4 | -3.6 | -2 | -12 | 1.2

Gathered by group: the compounds so far with a thiophene ring, fused or not (2)
SMILES	S1P4 antagonist	PERK inhibitor	BaF3 tox	zfTRPN1 agonist	Calpain2 inh	S1P4 ag	Ba/F3 V617F tox	EP2 modulator	TRPML3 ag
O=C(NNc1ccccc1C(F)(F)F)c1cccs1	9	0.0	1	-0.2	9	-0.2	-5	3	0.2
O=C(NCC1CCCO1)c1cc2c(s1)CS(=O)(=O)C2 (configuration not stated)	-13	-0.7	8	2.2	16	0.9	2	17	0.5

(next part)
SMILES	S1P4 antagonist	PERK inhibitor	BaF3 tox	zfTRPN1 agonist	Calpain2 inh	S1P4 ag	Ba/F3 V617F tox	EP2 modulator	TRPML3 ag
O=C(O)c1cccc(NC(=S)NC(NC(=O)c2ccccc2[N+](=O)[O-])C(Cl)(Cl)Cl)c1 (configuration not stated)	6	-0.1	4	-0.5	28	0.3	-1	12	1.1
COc1cc(NC(=O)c2ccco2)c(OC)cc1NC(=O)CCC(=O)Nc1cccc(C)c1C	-10	-1.7	4	0.6	-87	-2.5	-1	19	-0.5
COc1ccc(/C(N)=N/OC(=O)c2ccco2)cc1OC	3	0.7	8	0.9	-14	3.8	0	-10	0.2
CC/C(=C\C(=O)c1ccncc1)Nc1ccc(O)cc1	-7	0.5	5	3.0	10	-0.9	2	-11	1.4
COc1ccc(-n2c(CCC(=O)O)ccc2-c2ccccc2)cc1	4	0.5	29*	0.3	12	0.7	18	6	-0.4
O=C(CCN1CCCCC1)NNC(=S)NC(=O)c1ccc(Br)cc1	-2	-0.1	5	1.1	20	-0.9	5	-36	0.4
COc1cc(Nc2cc(C)nc3ncnn23)cc(OC)c1OC	-4	-0.5	5	0.0	4	1.8	-1	2	0.3
O=C(NC1CCCCC1)NC1CCN(CC(=O)N2CCOCC2)CC1	2	0.4	3	0.9	9	0.9	-1	28	0.5
CCS(=O)(=O)N1Cc2ccccc2CC1C(=O)Nc1ccccc1OC (configuration not stated)	1	0.8	-3	0.8	-1	-0.1	0	-5	0.3
CC(Nc1c([N+](=O)[O-])c(=O)oc2ccccc12)C(Cl)c1ccccc1 (configuration not stated)	6	-0.5	1	-1.8	13	1.3	2	13	-0.8
COC(=O)c1ccc(Cl)c(NC(=O)CN(c2ccccc2)S(=O)(=O)c2ccc(OC)cc2)c1	-15	0.6	9	1.8	20	-0.6	2	-7	0.1
Brc1ccccc1CN1CCC(N2CCCCC2)CC1	-31	-0.5	3	1.0	4	1.1	1	-9	0.3
CC(=O)Cn1c(=O)oc2ccccc21	-16	0.8	1	0.5	-4	0.8	-2	13	0.6
O=C(OCC(=O)N1CCCC1)c1cccs1	7	0.8	6	1.2	-4	3.4	-2	22	0.8
Cc1ccc(CC(CC(=O)O)C(=O)NCc2ccccc2)cc1 (configuration not stated)	-36	1.0	7	-1.4	-9	1.0	-2	4	0.6

Rewritten with each value named: entries from further up.
> COc1cc(Nc2cc(C)nc3ncnn23)cc(OC)c1OC
  S1P4 antagonist: -4; PERK inhibitor: -0.5; BaF3 tox: 5; zfTRPN1 agonist: 0.0; Calpain2 inh: 4; S1P4 ag: 1.8; Ba/F3 V617F tox: -1; EP2 modulator: 2; TRPML3 ag: 0.3

> O=C(NC1CCCCC1)NC1CCN(CC(=O)N2CCOCC2)CC1
  S1P4 antagonist: 2; PERK inhibitor: 0.4; BaF3 tox: 3; zfTRPN1 agonist: 0.9; Calpain2 inh: 9; S1P4 ag: 0.9; Ba/F3 V617F tox: -1; EP2 modulator: 28; TRPML3 ag: 0.5

> CCS(=O)(=O)N1Cc2ccccc2CC1C(=O)Nc1ccccc1OC (configuration not stated)
  S1P4 antagonist: 1; PERK inhibitor: 0.8; BaF3 tox: -3; zfTRPN1 agonist: 0.8; Calpain2 inh: -1; S1P4 ag: -0.1; Ba/F3 V617F tox: 0; EP2 modulator: -5; TRPML3 ag: 0.3

> CC(Nc1c([N+](=O)[O-])c(=O)oc2ccccc12)C(Cl)c1ccccc1 (configuration not stated)
  S1P4 antagonist: 6; PERK inhibitor: -0.5; BaF3 tox: 1; zfTRPN1 agonist: -1.8; Calpain2 inh: 13; S1P4 ag: 1.3; Ba/F3 V617F tox: 2; EP2 modulator: 13; TRPML3 ag: -0.8

Compound activity from PubChem.
